# TRHR PAM: allosterically enhances the human TRH receptor. TRHR cells, fluo-8 calcium fluorescence, EC20 TRH enhancement. enhancement, % at 2 µM. P34981. hit rate 0.66% among 360,000; in the data active means enhancement above about 30%; further: 0% is about no effect
# Target sequence (P34981 whole entry, looked up): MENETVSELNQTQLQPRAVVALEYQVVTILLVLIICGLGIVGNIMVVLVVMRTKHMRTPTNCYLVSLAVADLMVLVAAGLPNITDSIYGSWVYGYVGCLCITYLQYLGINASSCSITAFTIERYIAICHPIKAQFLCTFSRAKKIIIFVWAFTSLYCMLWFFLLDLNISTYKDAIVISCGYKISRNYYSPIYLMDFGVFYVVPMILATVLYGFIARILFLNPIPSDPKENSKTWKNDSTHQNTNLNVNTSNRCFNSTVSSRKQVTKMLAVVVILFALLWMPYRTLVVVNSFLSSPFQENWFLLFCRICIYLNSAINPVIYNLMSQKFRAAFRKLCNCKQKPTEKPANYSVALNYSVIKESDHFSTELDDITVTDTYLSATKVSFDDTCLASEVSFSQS
#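 TRHR-expressing cells loaded with fluo-8 calcium dye were read kinetically (ex 480/em 530) during compound addition, then stimulated with an EC20 of TRH (10 nM final). Enhancement of the Gq-mediated intracellular calcium response was scored.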
# D2 antagonist: D2 dopamine receptor (human) antagonism; P14416; HEK293 TREx D2 cells, calcium flux, dopamine EC80; inhibition, % at 10 µM; hit rate 2% among 340,000; in the data active means inhibition above about 30%; further: 0% is about no effect
#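 Overnight-induced (tetracycline, 30 C) HEK293 T-REx cells carrying force-coupled D2 receive a no-wash calcium dye, then compound, then EC80 dopamine at 180 s; signals are read kinetically throughout.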
# D1 antag: human D1 dopamine receptor antagonism | P21728 | HEK293 TREx D1 cells, calcium flux, dopamine EC80; stronger effect = lower value | activity change, negative = inhibition, % at 10 µM | hit rate 3.2% among 360,000; in the data active means activity change below about -30%; further: on the % scale 0 is the no-effect control and ±100 the full control effect
# Target sequence (P21728 whole entry, looked up): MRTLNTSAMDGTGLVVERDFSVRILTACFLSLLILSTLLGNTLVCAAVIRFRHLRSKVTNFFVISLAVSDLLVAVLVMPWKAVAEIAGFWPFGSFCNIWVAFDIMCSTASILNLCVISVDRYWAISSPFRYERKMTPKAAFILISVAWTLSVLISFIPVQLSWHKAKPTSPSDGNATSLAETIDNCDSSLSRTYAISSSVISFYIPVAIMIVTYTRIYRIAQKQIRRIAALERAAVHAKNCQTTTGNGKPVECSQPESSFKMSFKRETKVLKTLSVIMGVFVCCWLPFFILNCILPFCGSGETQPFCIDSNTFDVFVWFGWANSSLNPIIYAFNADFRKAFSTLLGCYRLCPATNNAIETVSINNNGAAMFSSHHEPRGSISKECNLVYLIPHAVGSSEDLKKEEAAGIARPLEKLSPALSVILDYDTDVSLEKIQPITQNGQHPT
#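 HEK293 T-REx cells expressing inducible, force-coupled D1 receptor; no-wash Ca dye, 30–90 min RT. Cmpd → 180 s read at 1 Hz → EC80 DA → 180 s read.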
# D1 ag: human D1 receptor agonism. P21728. HEK293 T-REx D1 cells, calcium flux, agonist mode. activation, % at 2 µM. hit rate 1% among 360,000. AID 504660; in the data active means activation above about 30%; further: 0% is about no effect
#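 Agonism was scored from calcium flux recorded over 180 s (1 read/s) after pintool compound addition, following a 10-cycle baseline. Cells were inducible force-coupled HEK293 TREx D1, plated overnight at 30 C and loaded with no-wash calcium dye.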
# D2 ag: agonists of human D2 dopamine receptor | P14416 | HEK293 T-REx D2 cells, calcium flux agonist mode | activation, % at 2 µM | hit rate 0.53% among 340,000 | AID 485358;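 active means activation over 3 SD above normal in the single-dose calcium agonist read, cut at about 30% in these data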; further: 0% is about no effect
#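 Tetracycline-induced HEK293 Trex cells with D2 receptor force-coupled to calcium signaling, plated overnight at 30 C and loaded with no-wash calcium dye. Calcium flux read kinetically for 180 s after compound addition; responses flag agonists.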
# RXFP1 antagonist: antagonists of human relaxin receptor RXFP1; Q9HBX9; HEK293-RXFP1, relaxin-stimulated cAMP HTRF, 30 min; stronger effect = lower value; activity change, negative = inhibition, % at 57.5 µM; hit rate 0.59% among 350,000; AID 1259400;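 active means activity change of -60% or lower, but not beyond a set lower limit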; further: on the % scale 0 is the no-effect control and ±100 the full control effect
# D2 potentiator: positive allosteric modulators of human D2 dopamine receptor | hit rate 0.34% among 340,000 | P14416 | potentiation, % at 10 µM | HEK293 T-REx D2, calcium flux, EC20 dopamine potentiation;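 active means potentiation over 3 SD above the plate norm, cut at about 30% in these data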; further: 0% is about no effect
#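 Calcium flux readout, no-wash dye, 1 read/s. Inducible HEK293 Trex D2 line, overnight 30 C. Compound alone 180 s (agonist flags), then EC20 dopamine, another 180 s to score potentiation.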
# D1 potentiator: enhances dopamine response at the human D1 receptor; P21728; HEK293 TREx D1 cells, calcium flux, dopamine EC20 potentiation; potentiation, % at 10 µM; hit rate 0.036% among 360,000; in the data active means potentiation above about 30%; further: 0% is about no effect
# RXFP1 ag: agonists of human relaxin receptor RXFP1. Q9HBX9. HEK293T-RXFP1 cAMP TR-FRET, 30 min; response scale: percent of porcine relaxin response, buffer zero. Potency, µM (series often up to 57.5 µM), without a hit: top-dose activation, usual class: activators. hit rate 0.3% among 370,000. AID 2676; active means well fitted activation curve with a large enough effect; further: potency means the concentration at half of the fitted maximal effect; on the % scale 0 is the no-effect control and ±100 the full control effect; nearly all actives have a fitted effect of over 60% in size; many of its hits are not listed in these tables
#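 cAMP rise read by TR-FRET after 30 min, 37C compound exposure (up to 58 uM) in RXFP1-transfected HEK293 cells with Ro 20174 present. EC50 from Hill-equation fits, with 29 nM porcine relaxin as 100% and buffer as basal.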
# * hit, by the source's call; . = no result given.
# Sample of the layout (five entries):
canonical_smiles	TRHR PAM	D2 antagonist	D1 antag	D1 ag	D2 ag	RXFP1 antagonist	D2 potentiator	D1 potentiator	RXFP1 ag
CCOC(=O)C1CCN(C(=O)COc2ccc(S(=O)(=O)N3CCCC3)cc2C)CC1	13	-6	-1	3	-0.1	-6	4	-3	-2.7%
CN(C)S(=O)(=O)c1cccc(C(=O)Nc2ccc(Cl)cn2)c1	1	37*	-5	4	0.2	-8	8	-5	0.6%
COc1ccc(NS(=O)(=O)c2cc3[nH]c(=O)c(=O)[nH]c3cc2C)cc1Cl	19	.	6	0	0.5	2	5	1	-0.3%
CCOC(=O)C(=O)NNc1ccccc1OC	-4	3	24	2	0.8	15	3	0	1.5%
COc1ccc(C)cc1NC(=O)c1cc(S(=O)(=O)N2CCc3ccccc3C2)ccc1F	-3	.	-18	-3	0.4	-1	10	-1	0.6%

# The list itself, repeating the preview:
canonical_smiles	TRHR PAM	D2 antagonist	D1 antag	D1 ag	D2 ag	RXFP1 antagonist	D2 potentiator	D1 potentiator	RXFP1 ag
CCOC(=O)C1CCN(C(=O)COc2ccc(S(=O)(=O)N3CCCC3)cc2C)CC1	13	-6	-1	3	-0.1	-6	4	-3	-2.7%
CN(C)S(=O)(=O)c1cccc(C(=O)Nc2ccc(Cl)cn2)c1	1	37*	-5	4	0.2	-8	8	-5	0.6%
COc1ccc(NS(=O)(=O)c2cc3[nH]c(=O)c(=O)[nH]c3cc2C)cc1Cl	19	.	6	0	0.5	2	5	1	-0.3%
CCOC(=O)C(=O)NNc1ccccc1OC	-4	3	24	2	0.8	15	3	0	1.5%
COc1ccc(C)cc1NC(=O)c1cc(S(=O)(=O)N2CCc3ccccc3C2)ccc1F	-3	.	-18	-3	0.4	-1	10	-1	0.6%
O=[N+]([O-])c1ccc(C=Nc2ccc(Cl)cc2Cl)s1	7	-10	13	3	34*	-1	-5	-2	-0.2%
Cc1ccc(C)c(N2CCN(C(=O)COc3cc(=O)n(C)c4ccccc34)CC2)c1	0	-5	-19	4	-0.4	12	1	-7	2.6%
COc1ccc(-c2noc(CCC(=O)NCCN3CCN(c4ccccc4F)CC3)n2)cc1	-2	65*	-5	9	41*	-7	-27	-7	-2.9%
N#C/C(=C\c1ccc2c(c1)OCCO2)C(=O)Nc1nccs1	1	16	1	2	1.4	11	7	.	1.6%
Cc1cc(Nc2ccccc2)nc(N)n1	2	-6	-5	8	0.1	-3	-1	-3	-1.1%
CNC(=O)c1ccc2c(c1)nnn2C	-17	26	-87*	1	0.4	12	-16	-8	-1.7%
O=C(NNC(=O)c1ccccc1O)c1ccc(NS(=O)(=O)c2ccc(F)c(F)c2)cc1	-8	-2	7	-1	-0.2	9	9	2	-0.1%
CCc1ccc(N2C(=O)C(Cl)=C(N3CCCCCC3)C2=O)cc1	-3	-4	3	3	0.8	0	-4	9	0.1%
Cc1cc(C)n(-c2nc3sc4c(c3c(=O)[nH]2)CCCC4)n1	7	-9	.	0	-0.9	.	1	-2	2.5%
CC(C)[C@H](NC(=O)c1ccccc1)C(=O)N1CCc2ccccc21	-5	-7	-3	2	-0.1	-7	2	4	1.2%
CC(C)(C)C(=O)NC1(C(F)(F)F)NC(=O)N(CCc2ccccc2)C1=O (stereo not given)	-2	6	-8	7	0.9	-16	-2	4	1.5%
NC(=O)NC(=O)COC(=O)c1cccc(NS(=O)(=O)/C=C/c2ccccc2)c1	-2	5	-12	3	0.7	-5	-14	-7	0.7%
Cc1sc2nc(CSCC(=O)N3CC(C)OC(C)C3)[nH]c(=O)c2c1C (stereo not given)	-1	-4	-9	1	-0.8	-10	-13	-1	1.8%
CCOc1ccccc1C(=O)NCC(=O)O	-7	6	-2	2	2.7	.	10	2	1.9%
COc1ccc(CNC(=O)CCSCc2cccc(Cl)c2)cc1	-2	-10	-15	2	0.2	2	-4	-2	0.5%
Cc1ccc(C)c(NC(=S)NCCCN2CCOCC2)c1	1	11	5	0	-1.2	1	-3	4	-1.0%
O=C(c1cccc([N+](=O)[O-])c1)N1CCN(S(=O)(=O)N2CCCCC2)CC1	-2	-13	-7	1	1.1	-4	3	-4	0.3%
CNC(=O)COC(=O)c1cc(-c2ccco2)nc2ccccc12	0	1	17	5	-0.1	-11	9	0	6.8%
C/C(=N\NC(=O)c1ccc(OC2OCCOC2Oc2ccc(C(=O)N/N=C(\C)c3ccncc3)cc2)cc1)c1ccncc1 (stereo not given)	-1	15	-6	1	-0.2	-1	0	-6	-0.6%
Cc1cc(OCC(=O)N2CCN(c3ccccn3)CC2)cc(C)c1Br	-5	8	-3	2	-1.2	-15	3	2	8.4%
CCOC(=O)C1CCCN(c2c(N3CCOCC3)c(=O)c2=O)C1 (stereo not given)	-2	-9	3	2	0.0	.	-1	.	-1.8%
Cc1cccc(C)c1OCC(=O)Nc1c(C(=O)c2ccc(Br)cc2)oc2ccccc12	7	.	20	2	0.0	.	10	-5	2.1%
CC(NC(=O)Nc1cccc([N+](=O)[O-])c1)c1ccc2c(c1)OCO2 (stereo not given)	2	-1	-9	14	-1.0	-6	-23	-10	-0.1%
COc1cc(N2CCCC2)c(OC)cc1/C=c1/sc2nc3ccccc3n2c1=O	-7	-2	-18	47*	14	.	-6	-6	3.4%
O=C(Nc1ccc(Cl)c(Cl)c1)Nc1nnc(CC2=CCCCC2)s1	-3	20	-12	6	0.9	-4	14	0	-0.5%
CCOc1ccc(NC(=O)Cn2c(=O)n(Cc3ccc(C(=O)NCc4ccc5c(c4)OCO5)cc3)c(=O)c3ccccc32)cc1	-1	.	-14	1	0.8	.	1	0	2.6%
O=C(N/N=C/c1ccc(N2CCOCC2)o1)c1cccc(F)c1	4	3	-5	0	0.0	-20	6	-8	-1.3%
O=C(CSc1ccc(Cl)cc1)NC1=NN(c2ccccc2)C(=O)C1	3	.	1	8	0.8	5	20	8	0.6%
Nc1nc(SCC(=O)Nc2ccc(OCc3ccccc3)cc2)n[nH]1	-9	11	-1	3	-0.5	-1	-3	0	-2.3%
O=C(CCNS(=O)(=O)c1cccc2nsnc12)NCc1ccco1	-10	16	-6	2	0.1	-13	-9	-7	6.0%
Nc1nc(SCC(=O)N2N=C(c3ccc(Cl)cc3)CC2c2ccco2)n[nH]1 (stereo not given)	4	-27	-2	8	-1.4	-13	-5	2	-1.8%
CC(C)(C)c1ccc(C(=O)NCC(=O)N/N=C/c2cccs2)cc1	4	10	6	3	0.3	-1	-7	-2	0.0%
COc1cc(OC)nc(/N=C/NO)n1	25	-26	8	2	-0.7	1	3	2	-0.5%
COc1ccc(OC)c(NC(=O)CC2SC(=N)N(c3ccccc3)C2=O)c1 (stereo not given)	8	-11	-10	0	-1.7	-6	13	-13	-1.3%
CCCn1nc2cc(C(=O)NC3CCc4ccccc43)ccc2c1OCC (stereo not given)	-1	5	2	0	0.1	.	2	0	1.5%
CCOc1ccc(/C(O)=C2/C(=O)C(=O)N(CCN(C)C)C2c2ccccc2)cc1Cl (stereo not given)	8	-9	0	2	-0.6	1	12	-4	5.9%
CC(Oc1ccc(F)cc1)C(O)CCN(C)C (stereo not given)	0	-5	1	4	1.0	-6	13	1	1.1%
C/C(CCC(C)C)=N\NS(=O)(=O)c1ccc(C)c([N+](=O)[O-])c1	-1	-6	-9	4	0.8	-4	3	0	-1.9%
CCOC(=O)c1c(-c2ccccc2)csc1NC(=O)c1cc(-c2cccc(Cl)c2)on1	9	.	-2	1	0.4	-2	1	1	4.8%
CN(C)/C=C(\C#N)C(=O)Nc1ccc(F)c(Cl)c1	1	7	-3	7	0.1	4	-2	-4	0.0%
CCOc1ccc(C(=O)Nc2ccc3nc(SCC(=O)N4CCOCC4)sc3c2)cc1	-3	.	-9	6	-1.5	-1	15	0	12%
O=C(Nc1ccccc1N1CCCC1)c1cc2ccccc2o1	-1	-6	32	1	0.5	-6	.	6	0.8%
CN(c1ccccc1C(=O)NCc1ccco1)S(C)(=O)=O	-3	10	-2	1	-0.3	-6	4	-8	2.0%
CN(c1ccccc1)S(=O)(=O)c1cccc(NC(=O)COc2cccc([N+](=O)[O-])c2)c1	-4	-11	-14	3	-1.3	-1	9	-12	1.1%
CCOC(=O)C1CCN(C(=O)Nc2ccc(OC(F)(F)F)cc2)CC1	0	6	-16	3	-1.1	-4	-8	-11	4.6%
CCc1nc(SCC(=O)Nc2ccc(F)cc2F)c2c(=O)n(C)c(=O)n(C)c2n1	-8	-6	-9	1	-1.2	-4	3	0	3.0%
CCOC(=O)c1c(SC)nc(SC)c2c1CCC2	0	-1	-1	5	-1.1	-7	-16	0	0.5%
CC(=O)NC(CCS(C)(=O)=O)C(=O)Nc1ccccc1Cl (stereo not given)	0	9	-7	3	1.6	-4	0	-6	-4.5%
COc1ccc(-n2c(SCC(=O)Nc3nnc(C)s3)nc3c([nH]c4ccccc43)c2=O)cc1	0	.	12	1	0.0	-7	-5	-7	3.5%
C/C(CCC1CC(C)OC1=O)=N\NC(N)=O (stereo not given)	1	.	-8	1	.	0	-10	-3	3.0%
CCc1ccccc1NC(=O)CSc1nnc(Cn2nnc3ccccc32)n1C	-1	4	4	0	1.3	13	2	-1	-1.1%
Cc1occc1-c1nnc(SCC(=O)NCc2ccc3c(c2)OCO3)n1CC(C)C	10	-9	-1	0	0.4	-1	-2	0	0.1%
O=C(NCc1ccc(Cl)cc1)c1cc(=O)[nH]c2ccccc12	7	2	-3	6	0.7	-8	-6	.	1.0%
O=C(c1ccc(NS(=O)(=O)c2ccccc2)cc1)N1CCCCCC1	4	6	8	5	0.0	3	6	-1	0.6%
CN(Cc1ccccc1Cl)C(=O)CCNC(=O)c1ccco1	11	.	-4	1	.	-7	.	2	-0.8%

# More records.
canonical_smiles	TRHR PAM	D2 antagonist	D1 antag	D1 ag	D2 ag	RXFP1 antagonist	D2 potentiator	D1 potentiator	RXFP1 ag
CCCCNC(=O)Nc1nnc(-c2ccc(Cl)cc2)o1	2	16	40	1	0.8	-4	6	7	-0.9%
CC(C)NC(=O)COc1coc(CN2CCN(c3cccc(Cl)c3)CC2)cc1=O	0	-6	8	3	0.2	-1	12	-4	0.9%
Cc1ccc2c(c1)N(CCCC(=O)NCc1ccc3c(c1)OCO3)C(=O)CO2	9	26	7	-3	-0.1	.	3	1	-0.2%
Cc1cc(NN)nc(NS(=O)(=O)c2ccc(Cl)cc2)n1	-6	-16	6	3	0.6	-16	1	9	-1.9%
NC(Cc1ccc(O)cc1)c1cn([C@@H](CCC(=O)O)C(=O)N2CCNCC2)nn1 (stereo not given in full)	8	8	8	-3	-0.4	.	-5	0	2.0%
COc1ccc(N2CCC(N3CCN(C)C(CCO)C3)CC2)cc1 (stereo not given)	4	3	-7	1	1.0	-3	-11	-8	-1.8%

# Screens from PubChem.

# Not all compounds are listed (hit frequency here may not be typical).
